GC-A act: GC-A stimulated cGMP production enhancers – HEK293 GC-A cells, cGMP TR-FRET, EC30 ANP, primary screen. Atrial natriuretic peptide receptor 1 (Homo sapiens), P16066. 0% at EC30 ANP, 100% saturating ANP. activation, % at 10 µM. 370,000 compounds, 0.14% hits; in the data active means activation above about 40%
ADAM10 inh: human ADAM10 inhibitors, primary screen, biochemical, QFRET, HTS. inhibition, % at 7 µM. Disintegrin and metalloproteinase domain-containing protein 10 (Homo sapiens), O14672. AID 720582, 2013. 370,000 compounds, 0.62% hits. recombinant ADAM10, EDANS/DABCYL FRET peptide cleavage, 3 h;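 active means inhibition above a per-campaign cutoff equal to the mean of compounds falling between control-based bounds plus 3 SD, cut at about 20% in these data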;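 further: 0% = DMSO wells while the 100% control is not disclosed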
sPLA2-III inh: human group III sPLA2 inhibitors, primary screen, biochemical, QFRET, BODIPY PC-A2 liposome substrate | Group 3 secretory phospholipase A2 (Homo sapiens), Q9NZ20 | QFRET BODIPY PC-A2 liposome hydrolysis, fluorescence | inhibition, % at 12.2 µM | 370,000 compounds, 0.56% hits | AID 743126, 2013;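 active means inhibition above mean plus 3 SD of compounds lying within the high and low control bounds, cut at about 19% in these data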;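 further: 0% = median of test compound wells and 100% = no enzyme DMSO wells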
Target sequence (Q9NZ20 whole entry, looked up): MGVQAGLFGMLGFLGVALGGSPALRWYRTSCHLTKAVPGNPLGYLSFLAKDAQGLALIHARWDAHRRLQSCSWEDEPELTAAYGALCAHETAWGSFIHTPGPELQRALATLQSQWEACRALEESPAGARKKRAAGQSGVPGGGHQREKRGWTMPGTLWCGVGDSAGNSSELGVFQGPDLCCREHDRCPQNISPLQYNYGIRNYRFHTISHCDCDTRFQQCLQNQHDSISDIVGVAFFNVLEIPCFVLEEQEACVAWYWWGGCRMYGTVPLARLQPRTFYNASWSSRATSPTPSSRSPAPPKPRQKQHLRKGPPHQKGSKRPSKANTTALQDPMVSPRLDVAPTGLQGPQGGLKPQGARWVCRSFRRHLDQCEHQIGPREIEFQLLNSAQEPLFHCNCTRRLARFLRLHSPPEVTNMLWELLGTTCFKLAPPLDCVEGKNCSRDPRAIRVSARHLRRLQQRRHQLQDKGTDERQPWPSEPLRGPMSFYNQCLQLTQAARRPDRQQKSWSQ
hcDAF12 agonist: H. contortus DAF-12 nuclear receptor activators, primary screen, cell-based, luminescence, HEK293, lit1-tk-luc reporter | HEK293 hcDAF-12 lit1-tk-luc reporter; 0% DMSO, 100% Δ7-dafachronic acid | activation, % at 6.8 µM | 370,000 compounds, 1.4% hits | AID 652067, 2013;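 active means activation above the mean of all tested compounds plus 3 SD, cut at about 5.5% in these data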;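 further: 100% = response to 3 µM Δ7-dafachronic acid high control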
DAX1 inh-1: DAX1 (NR0B1) inhibitors, primary screen, cell-based, HEK293, Gal4-DAX1, luciferase luminescence. Nuclear receptor subfamily 0 group B member 1 (Homo sapiens), P51843. HEK293 Gal4-DAX1 luciferase reporter. inhibition, % at 6.75 µM. 340,000 compounds, 0.99% hits. AID 504766, 2011;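 active means inhibition above the mean over all tested compounds plus 3 SD, cut at about 4.2% in these data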;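 further: 0% = DAX1-transfected cells with DMSO and 100% = empty-vector control cells with DMSO; inhibition shows as a rise in luminescence from relieved DAX1 repression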
Target sequence (P51843 207-470 limits assumed): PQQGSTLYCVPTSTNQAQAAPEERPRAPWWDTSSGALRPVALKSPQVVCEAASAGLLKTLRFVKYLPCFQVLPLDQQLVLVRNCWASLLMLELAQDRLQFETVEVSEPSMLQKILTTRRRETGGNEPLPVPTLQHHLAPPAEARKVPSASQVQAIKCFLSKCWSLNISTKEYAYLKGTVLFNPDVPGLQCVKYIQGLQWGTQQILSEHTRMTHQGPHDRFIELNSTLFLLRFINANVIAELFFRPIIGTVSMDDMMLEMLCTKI
DAX1 inh-2: DAX1 (NR0B1) inhibitors on StAR promoter, primary screen, cell-based, luminescence, SF-1 (NR5A1), full-length DAX-1. HEK293T StAR-luciferase reporter, SF-1/DAX-1 repression relief. inhibition, % at 6.8 µM. 370,000 compounds, 1.1% hits. AID 652010, 2013;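 active means inhibition above the mean over all tested compounds plus 3 SD, cut at about 3.6% in these data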;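 further: 0% = DAX-1 cells with DMSO and 100% = cells lacking DAX-1 with DMSO; higher inhibition means more luminescence from relief of DAX-1 repression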
SMARCA2 activ: SMARCA2 (BRM) function activators, primary screen, cell-based, luminescence, high throughput. MG213 cells, MMTV-luciferase reporter, dexamethasone, overnight. activation, % at 9.1 µM. 370,000 compounds, 1% hits. AID 652017, 2013; in the data active means activation above about 7.8%;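 further: 0% = vehicle wells and 100% = reference activator wells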
GAA850 FXN act: FXN promoter activators, primary screen, cell-based, luciferase luminescence, HEK293 lucGAA850. activation, % at 6 µM. AID 540364, 2011. HEK293 lucGAA850 FXN promoter luciferase reporter, 24 h; percent of 10 µM SAHA response. 360,000 compounds, 0.56% hits;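 active means activation above the average of all compounds screened plus 3 SD, cutoff fixed separately per campaign, cut at about 7.5% in these data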;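 further: 0% = DMSO wells and 100% = 10 µM SAHA wells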
hgDAF12 agonist: H. glycines DAF-12 receptor agonists, primary screen, cell-based, luminescence, HEK293, GAL4 fusion, UAS-luciferase | activation, % at 6.8 µM | 370,000 compounds, 1.8% hits | HEK293 GAL4-hgDAF12 UAS-luciferase reporter, agonist luminescence; normalized to butyrate control | Nuclear hormone receptor DAF-12 (Heterodera glycines), GAL4 fusion | AID 687014, 2013;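 active means activation above a cutoff set at the mean of all screened compounds plus 3 SD, cut at about 10% in these data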;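 further: 0% = DMSO wells and 100% = sodium butyrate wells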
NPR2 activator: human GC-B receptor activators, primary screen, HEK293 GC-B cells, cGMP TR-FRET, EC30 CNP | Atrial natriuretic peptide receptor 2 (Homo sapiens), P20594 | 0% at EC30 CNP, 100% saturating CNP | activation, % at 10 µM | 370,000 compounds, 0.11% hits;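 active means activation at 10 µM reaching about 35% in either raw or pattern-adjusted values, limit read from the data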
ssDAF12 agonist: S. stercoralis DAF-12 nuclear receptor activators, primary screen, cell-based, luminescence, HEK293, GRIP1 co-expression, lit1-tk-luc. 370,000 compounds, 1% hits. activation, % at 6.8 µM. HEK293 ssDAF-12/GRIP1 lit1-tk-luc reporter; % of 3 µM dafachronic acid response. Nuclear hormone receptor DAF-12 (Strongyloides stercoralis);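 active means activation above the mean over all tested compounds plus 3 SD, cut at about 0.9% in these data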;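 further: 0% = DMSO-only wells and 100% = 3 µM delta7-dafachronic acid wells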
Starred values were filed as active, the others as inactive; . = not tested or not shown.

SMILES	GC-A act	ADAM10 inh	sPLA2-III inh	hcDAF12 agonist	DAX1 inh-1	DAX1 inh-2	SMARCA2 activ	GAA850 FXN act	hgDAF12 agonist	NPR2 activator	ssDAF12 agonist
CCn1cc(C(=O)OCc2ccc(F)cc2)c(=O)c2ccc(C)nc21	5	7	-1	-2.2	0.6	0.0	1	-1.5	-2.1	1	-1.3
O=S(=O)(c1ccccc1)C1CC1(c1ccccc1)c1ccccc1 (centres undefined)	-12	-3	-10	-0.9	0.0	0.2	-3	0.8	-0.2	-9	-0.8
Cc1sc2ncn(CC(=O)Nc3cccc(S(N)(=O)=O)c3)c(=O)c2c1-c1ccccc1	5	6	-29	-0.9	-0.3	-0.3	0	-1.2	1.5	0	-1.3
Cc1ccc(S(=O)(=O)CCC(=O)Nc2nccs2)cc1	0	-4	-2	-1.5	0.3	-0.5	-2	-0.4	0.4	-3	-0.8
CC(C)NC(=O)NC(=O)CSc1ccc(S(=O)(=O)N2CCOCC2)cn1	-1	-6	2	-1.9	-0.9	0.8	4	1.0	-0.3	-7	-1.2
O=C(C1COc2ccccc2O1)N1CCOCC1 (centres undefined)	-5	5	8	0.9	-0.6	0.3	2	-0.2	-0.2	8	-1.7
OC(c1cc(C(F)(F)F)nc2c(C(F)(F)F)cccc12)C1CCCCN1 (centres undefined)	-13	2	-7	-3.0	-1.1	-0.3	-7	0.2	-2.9	-10	-1.5
COc1ccc(N2CCN(C3CCCN(C(=O)C4=C(C)OCCO4)C3)CC2)cc1 (centres undefined)	-1	-3	10	-1.7	0.6	0.9	-3	0.8	-3.1	-4	-1.2
CC(C)CNC(=S)NNC(=O)c1nn(C)cc1Cl	0	-2	18	-0.1	1.3	-0.5	-1	0.1	-1.7	1	-0.7
O=C(NCc1ccccc1)C(c1c(F)cccc1Cl)N(C(=O)c1csnn1)C1CC1 (centres undefined)	-1	3	6	-1.9	-0.2	-0.3	-3	-1.0	-0.8	2	-1.0
CCOC(=O)Cc1csc(N/N=C/c2ccccc2)n1	3	-4	-15	-3.0	-0.3	0.0	-5	-3.3	-4.3	-1	-2.5
O=C(O)CCC(C(=O)O)n1c(O)c(C2=c3ccccc3=NC2=O)sc1=S (centres undefined)	-6	2	5	3.0	0.3	0.8	-2	-2.7	1.8	4	0.0
c1ccc(OCCSc2nc3ccccc3[nH]2)cc1	6	5	-8	-0.7	4.7*	0.2	3	2.7	1.0	0	-1.4
CCCOc1ccccc1C(=O)NC(CO)C(=O)O (centres undefined)	2	8	-1	-1.4	0.4	0.3	3	-1.5	2.2	3	-0.8
CC1Cc2nc(SCC(=O)NCC3CCCO3)n(-c3ccc(F)cc3)c(=O)c2S1 (centres undefined)	-2	-8	0	0.9	0.1	0.8	-1	1.7	1.3	3	-1.3
O=C(NC1CCCc2ccccc21)C1CCN(c2nnc(-n3cccc3)s2)CC1 (centres undefined)	1	-4	0	-2.1	-1.3	-1.1	-3	-1.9	-3.6	-4	-2.1
CCC(C)n1c(SC(C)C#N)nc2ccccc2c1=O (centres undefined)	-3	-3	1	-4.1	2.8	0.3	0	4.0	-1.7	-1	-2.0
Cc1ccc(C)c(NC(=O)COC(=O)c2nc(Cl)ccc2Cl)c1	-3	-7	-1	-0.2	-0.1	0.6	-1	-0.9	3.2	-11	-0.7
O=C(CSc1nnnn1-c1cccc2c1CCCC2)NC1CCCC1	-1	3	-8	-0.4	-0.5	-0.8	0	0.5	0.1	4	-1.7
CC(/C=C/c1ccc2c(c1)OCO2)=N/NC(=O)CNc1ccc(C)cc1	-4	-21	9	0.7	-1.8	0.0	0	-1.0	-1.0	-2	-1.3

Part of the list above, reformatted.
Below each SMILES – GC-A act, ADAM10 inh, sPLA2-III inh, hcDAF12 agonist, DAX1 inh-1, DAX1 inh-2, SMARCA2 activ, GAA850 FXN act, hgDAF12 agonist, NPR2 activator, ssDAF12 agonist
- CC(/C=C/c1ccc2c(c1)OCO2)=N/NC(=O)CNc1ccc(C)cc1
  -4, -21, 9, 0.7, -1.8, 0.0, 0, -1.0, -1.0, -2, -1.3
- Cc1ccc(C)c(NC(=O)COC(=O)c2nc(Cl)ccc2Cl)c1
  -3, -7, -1, -0.2, -0.1, 0.6, -1, -0.9, 3.2, -11, -0.7
- CC(C)NC(=O)NC(=O)CSc1ccc(S(=O)(=O)N2CCOCC2)cn1
  -1, -6, 2, -1.9, -0.9, 0.8, 4, 1.0, -0.3, -7, -1.2

Next section
SMILES	GC-A act	ADAM10 inh	sPLA2-III inh	hcDAF12 agonist	DAX1 inh-1	DAX1 inh-2	SMARCA2 activ	GAA850 FXN act	hgDAF12 agonist	NPR2 activator	ssDAF12 agonist
COc1ccc(C)cc1NC(=O)CCNS(=O)(=O)c1cccc2nonc12	-9	-1	-3	2.0	1.1	0.1	1	-0.3	1.6	0	-1.0
O=C(O)c1ccccc1C(=O)N(c1ccccc1)c1ccccc1	0	0	4	-1.7	0.5	-0.2	-5	2.6	-1.6	0	-1.3
O=C(CO/N=C/c1ccccc1Cl)N1CCCc2ccccc21	-1	3	-18	-1.1	-0.6	1.3	-4	1.2	-2.5	-2	-1.3
Cc1[nH]nc2c1C1(CCN(Cc3ccccc3)CC1)C(C#N)=C(N)O2	-2	-41	-9	-2.2	1.1	-0.6	-5	-1.1	-1.6	-1	-1.4
COc1cc(C2CC(=O)Oc3cc(C)c(Cl)c(C)c32)cc(OC)c1OC (centres undefined)	-2	-4	-3	-2.1	0.1	0.5	-2	-0.3	1.3	1	-1.2
Cc1cc(C)nc(SCc2ccc(C(=O)N/N=C3\CC(C)CC(C)(C)C3)cc2)n1 (centres undefined)	2	2	15	2.7	-1.8	0.4	-2	-0.9	-0.7	5	-1.1
COc1ccc(S(=O)(=O)Nc2ccc(-n3cccc3)cc2)cc1	3	11	-43	0.0	-0.6	-0.8	-1	0.2	1.8	-8	-1.1
Cc1ccc(-n2nc(C(=O)c3ccccc3)n3c(=O)c(Cc4ccccc4)nnc23)cc1	0	3	-6	-0.9	0.9	-0.1	-1	-8.0	1.3	-6	-1.7
Cc1occc1-c1nnc(SCC(=O)Nc2nc3ccccc3s2)o1	1	4	-10	3.2	0.8	1.0	6	1.5	4.6	-4	0.1
COc1ccc(/C=C/C(=O)N2CCN(c3ccccn3)CC2)c(OC)c1OC	-1	-1	3	-2.2	0.1	-0.3	-2	-0.4	-1.8	6	-1.3
CCCn1c(-c2ccccc2)nc2c(=O)n(C)c(=O)[nH]c21	3	-295	0	-0.1	0.6	0.3	-2	-1.4	0.3	5	-0.8
COc1c(Cl)cc(Cl)cc1C(=O)Nc1ccc(CN2CCCCC2)cc1	-1	3	-10	-1.6	2.0	-0.2	0	0.5	1.1	3	-1.1
CCCc1nn(C)c2c(=O)[nH]c(-c3cc(S(N)(=O)=O)ccc3OCC)nc12	53*	-10	2	0.8	-1.3	-0.2	0	0.7	0.3	55*	-1.9
CCOC(=O)c1ccc2nc(C)c(CC)c(Cl)c2c1	-6	3	3	1.3	0.2	0.5	-2	3.4	-0.8	0	-1.6
Cn1c(C(O)c2ccccc2)nc(Cl)c1Cl (centres undefined)	-9	-5	9	-1.0	2.3	-0.1	-3	0.1	-2.0	2	-1.7
CCOc1ccc(S(=O)(=O)Nc2cccc(C(=O)NCC(c3ccco3)N(C)C)c2)cc1 (centres undefined)	-4	-12	-6	-1.3	-1.3	0.4	-2	3.7	-1.8	2	-1.3
CCOC(=O)N1CCN(C(=O)CCNS(=O)(=O)c2ccc3c(c2)c(=O)n(C)c(=O)n3C)CC1	-5	1	-3	-1.2	1.3	-0.5	-2	0.8	-1.4	-6	-1.3
COC(=O)C(C)Sc1nc2c([nH]c3ccccc32)c(=O)n1C (centres undefined)	4	-3	-1	3.0	-0.2	-0.1	-1	3.6	2.2	-2	-0.4
COc1ccc([C@H]2C[C@@H](n3cc(C4CC4)nn3)[C@H](O)CN2C(=O)c2cccs2)cc1	-1	-8	1	-1.1	0.2	-0.8	-1	-0.1	-0.1	1	-1.1
CCOCCCN1CN(Cc2ccco2)CNC1=S	-2	-4	0	-1.3	0.3	1.1	0	1.8	-3.4	2	-1.6
COc1cccc(-c2ncc3ccccc3c2COC(=O)c2cccc(Br)c2)c1	0	-6	4	-0.8	0.5	1.3	0	1.4	0.7	-3	-1.8
Cc1ccccc1NC(=S)N(C)C1(c2ccccc2Cl)CCCCC1=O (centres undefined)	0	0	0	-1.2	-0.6	0.1	-1	0.7	1.0	3	-1.5
CC(Sc1n[nH]c(N)n1)C(=O)Nc1ccc(Cl)cn1 (centres undefined)	0	-4	2	-0.3	0.5	0.4	-3	1.6	1.0	-2	-1.3
CCCCn1c(N)c(N(CC(C)C)C(=O)c2cccc(S(=O)(=O)N3CCCCCC3)c2)c(=O)[nH]c1=O	3	-6	-8	-2.2	0.1	0.5	-2	4.4	-0.9	-1	-1.4
Cc1cccc(OCc2nc(-c3ccc(Br)o3)no2)c1	-1	11	-2	-0.1	0.6	0.5	1	2.9	4.9	-2	-0.6
O=C(COc1ccccc1)Nc1ccccc1N1CCN(c2ccc(F)cc2)CC1	11	2	0	1.5	0.8	0.1	-1	-0.8	-0.3	5	-1.1
CC(C)CN(C(=O)CSc1nncn1-c1ccccc1)c1c(N)n(CC(C)C)c(=O)[nH]c1=O	-1	-11	-1	-0.1	0.0	0.7	-2	2.4	0.6	-6	-2.1
CCOc1ccc(S(=O)(=O)N2CCOCC2)cc1NC(=O)c1ccccc1F	1	-1	13	0.9	-1.2	-0.1	-2	0.5	0.0	-2	-1.0
Cc1cccc(C(=O)Nc2ccccc2N2CCN(c3ccc(F)cc3)CC2)c1	14	-12	1	-0.3	2.5	0.7	2	-1.4	0.7	4	-0.8
COc1ccc(NC(=O)c2cc(C3CCCCN3C(=O)c3cc(F)ccc3C)on2)c(C)c1 (centres undefined)	0	13	2	-1.7	.	-2.0	-2	2.1	-2.4	3	-1.9
Cc1cccc(C)c1NS(=O)(=O)c1ccc2c(c1)C(=O)c1ccccc1C2=O	2	-3	2	0.2	-1.2	0.1	-4	0.5	0.0	4	-0.8
O=C(Nc1ccccc1C(=O)Nc1ccccc1C(=O)NCc1ccco1)c1ccco1	4	-25	-34	-2.1	-2.4	-2.0	0	-3.4	-1.8	2	-1.7
